Tau fibril FP: tau fibrillization inhibition (FP). K18 P301L tau heparin fibrillization, Alexa594 FP, 6 h. Potency, µM (highest dose often 57.7 µM), inactives show top-dose activity, negative = inhibition, usual class: inhibitors. 280,000 tested, 0.39% active. AID 1468; further: nearly all actives have a fitted effect of over 55% in size
Target sequence (P10636 561-689 P618L limits assumed): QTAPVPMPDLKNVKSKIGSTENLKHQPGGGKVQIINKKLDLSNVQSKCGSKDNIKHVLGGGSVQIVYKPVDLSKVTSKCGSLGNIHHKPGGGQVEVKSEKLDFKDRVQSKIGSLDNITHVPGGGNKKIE
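Steps: dispense K18 P301L tau (15 uM plus 0.24 uM Alexa 594 tracer, final) in pH 7 sodium acetate; add compound; add heparin (20 uM final); incubate 6 hr, 37 C; add ThT (30 uM final); after 1 hr ambient, read FP.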
L3MBTL1 block: L3MBTL1 (human) inhibition; Q9Y468; AlphaScreen L3MBTL1–H3K9me1 peptide binding; Potency, µM (series often up to 57.1 µM), for inactives: at the highest dose activity, negative = inhibition, hits mostly inhibitors; 230,000 tested, 0.66% active; further: nearly all actives have a fitted effect of over 60% in size
Target sequence (Q9Y468 whole entry, looked up): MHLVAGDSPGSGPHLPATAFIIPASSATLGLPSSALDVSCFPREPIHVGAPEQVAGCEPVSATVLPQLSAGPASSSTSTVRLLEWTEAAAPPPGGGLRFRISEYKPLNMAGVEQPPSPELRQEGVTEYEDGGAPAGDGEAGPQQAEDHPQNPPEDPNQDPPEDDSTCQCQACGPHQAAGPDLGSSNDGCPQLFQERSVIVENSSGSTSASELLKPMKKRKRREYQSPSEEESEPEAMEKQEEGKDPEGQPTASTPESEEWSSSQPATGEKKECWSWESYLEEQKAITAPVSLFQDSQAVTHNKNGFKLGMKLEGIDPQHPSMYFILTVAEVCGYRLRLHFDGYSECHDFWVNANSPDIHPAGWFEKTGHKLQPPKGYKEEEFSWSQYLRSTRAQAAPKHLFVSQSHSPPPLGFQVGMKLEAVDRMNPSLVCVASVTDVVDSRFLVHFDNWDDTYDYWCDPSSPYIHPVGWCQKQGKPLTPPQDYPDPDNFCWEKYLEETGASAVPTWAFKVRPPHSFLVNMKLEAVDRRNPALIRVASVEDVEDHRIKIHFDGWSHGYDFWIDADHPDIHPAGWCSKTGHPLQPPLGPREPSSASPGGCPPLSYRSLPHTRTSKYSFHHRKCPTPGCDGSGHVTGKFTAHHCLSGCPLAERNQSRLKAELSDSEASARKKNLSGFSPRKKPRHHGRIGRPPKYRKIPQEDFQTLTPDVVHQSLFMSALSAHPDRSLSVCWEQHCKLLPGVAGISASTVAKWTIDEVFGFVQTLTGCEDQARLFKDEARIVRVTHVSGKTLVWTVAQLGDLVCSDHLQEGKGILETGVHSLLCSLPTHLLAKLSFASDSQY
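L3MBTL1 (50 nM) pre-complexed 30 min with biotinylated H3(1-15)K9me1 peptide (75 nM), then compounds added for 30 min at room temperature; AlphaScreen streptavidin donor/nickel chelate acceptor beads (10 ug/mL final) read after 30 min dark incubation.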
ALDH1A1 block: ALDH1A1 (human) enzyme inhibition; AID 1030; Potency, µM (highest dose often 75.3 µM), for the others: top-dose activity, negative = inhibition, hits mostly inhibitors; 220,000 tested, 7.3% active; Purified ALDH1A1, NADH fluorescence, propionaldehyde substrate; P00352; active means well fitted inhibition curve with a large enough effect, not every such curve was filed as active; inconclusive means small, poorly fitted or top-dose-only effect, or another doubt; inactive means no such curve, though single readings can be large or run the other way;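 further: plate controls were no enzyme wells and a reference inhibitor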
Tau ThT inhib: inhibitors of human tau fibril formation, thioflavin T binding; recombinant tau K18 P301L, heparin-induced fibrillization, ThT fluorescence; Potency, µM (top dose mostly 57.4 µM), without a hit: at the top dose activity, negative = inhibition, hits mostly inhibitors; 270,000 tested, 2.1% active; further: nearly all actives have a fitted effect of over 55% in size
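Fibril formation assay: tau K18 P301L at 15 uM with trace Alexa 594 label, heparin inducer 20 uM, pH 7 sodium acetate buffer, 37 C for 6 hr; endpoint ThT signal.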
Tau fluor cs: counter-screen for tau fibril formation inhibitors. tau K18 P301L (four-repeat tau fragment) Alexa594 fluorescence, heparin fibrillization. Potency, µM (titrated, usually from 57.7 µM), inactives show top-dose activity change, negative = decrease. 280,000 tested, 0.93% active. AID 1463; further: nearly all actives have a fitted effect of over 55% in size
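Human K18 P301L tau (15 uM unlabeled plus 0.24 uM Alexa 594-labeled, final) in 100 mM sodium acetate pH 7 was mixed with compound and 20 uM heparin and incubated 6 hr at 37 C.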
TRb SRC2 PPI: TRbeta-SRC2 interaction inhibition | P10828 | TRbeta-SRC2 peptide binding, fluorescence polarization; receptor liganded with 1 µM T3 | Potency, µM (top dose mostly 106 µM), without a hit: at the top dose activity change, negative = inhibition, actives largely listed as inhibitors | 280,000 tested, 0.065% active | AID 1469;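 further: plate controls were bound peptide for no effect and peptide without receptor for full effect; nearly all actives have a fitted effect of over 50% in size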
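Human TRb LBD (0.6 uM) plus Texas Red-labeled SRC2 peptide (20 nM), 1uM T3, 5% DMSO, 5 hr at ambient temperature. Decreased polarization (555/632 nm) flags inhibition; data normalized to free and bound peptide controls.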
GLA spleen mod: inhibits or activates alpha-galactosidase in human spleen homogenate; P06280; human spleen homogenate, 4MU-alpha-Gal fluorescence, 40 min; 240,000 tested, 0.008% active; Potency, µM (doses to about 80 µM), without a hit: top-dose activity change, negative = inhibition, most hits filed as inhibitors;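 further: 0% = enzyme with vehicle and -100% = no enzyme basal signal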
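qHTS titration in buffer at pH 5.0. Alpha-galactosidase activity in spleen homogenate was measured via 4-methylumbelliferone release from 1 mM fluorogenic substrate after 40 min at 37C and a pH 10 stop. AC50 came from Hill fits of control-normalized data.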
TR SRC2 fluor cs: Texas Red fluorescence interference in TRb-SRC2 counter-screen; TRb/SRC2 Texas Red total fluorescence interference; Potency, µM (series often up to 106 µM), for the others: at the top dose fluorescence change, negative = quenching; 280,000 tested, 0.29% active; active means well fitted curve in either direction with a large enough effect; inconclusive means small, poorly fitted or top-dose-only effect
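Human TRb ligand-binding domain at 0.6 uM with 20 nM Texas Red SRC2 peptide in Tris buffer containing 1 uM T3 and 5% DMSO, incubated with compound 5 h at ambient temperature. Total fluorescence (555/632 nm) calculated as parallel + 2 × perpendicular.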
The depositor's hits bear a star; ? = inconclusive; . = not tested or not shown; [ ] = dose if it differs, or a comment. Unless noted, the call rests on the fitted dose curve; in most records, active means well fitted curve in the direction sought with a large enough effect; inconclusive means small, poorly fitted or top-dose-only effect, or another doubt; inactive means no such curve, though single readings can be large; an effect the other way counts as inactive or inconclusive. Unless noted, on the % scale 0 is the no-effect control and ±100 the full control effect; potency means the concentration at half of the fitted maximal effect.

smiles	GLA spleen mod	ALDH1A1 block	TRb SRC2 PPI	TR SRC2 fluor cs	L3MBTL1 block	Tau fluor cs	Tau fibril FP	Tau ThT inhib
CCC(C)NC(=O)CCC(=O)N1Cc2ccccc2Oc2ncccc21 (stereo not given)	.	.	6%	5%	.	0%	-4%	0%
CCc1c(C)nc2cc(-c3cc(OC)cc(OC)c3)nn2c1N1CCN(CCN2CCOCC2)CC1	10%	13%	-26%	1%	?	4%	0%	5%
CC(=O)c1cccc(NC(=O)CCS(=O)(=O)c2cc3c(cc2C)NC(=O)CO3)c1	.	.	9%	2%	.	-13%	-1%	-18%
COc1ccccc1Nc1nc2ccc(C)cc2cc1C#N	2%	-1%	2%	-3%	17%	-18%	-12%	-3%
CN(C)c1ccc(C=Nc2cnn(C)c2C(N)=O)cc1	-2%	3.5µM*	-5%	-6%	.	-15%	-11%	?
Cc1occc1-c1nnc(SCC(N)=O)o1	0%	-6%	5%	-1%	-1%	-4%	-1%	-8%
CCN(C(=O)COC(=O)c1ccc(S(=O)(=O)N2CCCc3ccccc32)cc1)C1CCS(=O)(=O)C1 (stereo not given)	8%	8%	2%	-1%	-5%	-11%	6%	-2%
CC(=O)Nc1ccc(S(=O)(=O)NC(C)C(=O)OCC(=O)NC2CCCC2)cc1 (stereo not given)	-2%	-10%	0%[53 µM]	-2%[53 µM]	4%	5%	-2%	7%
CCN(CCCCCN(C)C)Cc1cc2ccccc2o1	7%	3%	5%	1%	?	10%	1%	11%
COc1ccc(CCNCc2c(C(=O)O)c(C)n(Cc3cccc(Cl)c3)c2C)c(OC)c1OC	.	.	4%	-1%	.	-5%	-8%	-5%
c1ccn(-c2ccc(-c3ccn[nH]3)cc2)c1	2%	4%	3%	1%	-1%	-2%	0%	7%
C=C(C)c1cccc(C(C)(C)NC(=O)Nc2ccccc2OCC)c1	-12%	6%	-3%[53 µM]	0%[53 µM]	-4%	12%	-3%	9%
CCOC(=O)c1cnn(-c2cc(C)nc3c(-c4ccc(Cl)cc4)c(C)nn23)c1N	4%	5%	-20%	1%	1%	-3%	-1%	-3%
C=CCNc1nnc(C)c2ccccc12	2%	2%	2%	-2%	0%	5%	2%	6%
CCOC(=O)CSc1nnc(CNC(=O)c2ccc(OC)cc2)n1C1CCCCC1	1%	7%	-2%	-1%	-7%	1%	5%	6%

Other compounds
smiles	GLA spleen mod	ALDH1A1 block	TRb SRC2 PPI	TR SRC2 fluor cs	L3MBTL1 block	Tau fluor cs	Tau fibril FP	Tau ThT inhib
CCCn1nnc(NC(=O)c2ccc([N+](=O)[O-])cc2Cl)n1	-2%	3%	7%	0%	-2%	-6%	0%	-10%
COc1ccc(/C=N/NC(=S)Nc2ccccc2)cc1COc1ccc(F)cc1F	-8%	1%	11%	1%	-6%	-28%	3%	-8%
CCc1[nH]nc2c1C1(C(=O)N(Cc3ccccc3)c3ccccc31)C(C#N)=C(N)O2 (stereo not given)	-1%	7.9µM*	-4%	-5%	-1%	-10%	-6%	-3%
Cc1[nH]n(-c2ccccc2)c(=O)c1-c1cccc(Cl)c1	-11%	-2%	-20%	-3%	12%	-20%	2%	?
COCCNC(=O)c1ccccc1NC(=O)CSc1ccc(C)cc1	-12%	6%	-8%	-6%	-4%[11.4 µM]	-8%	-2%	-2%
O=C(c1cccc([N+](=O)[O-])c1)N(c1ccccn1)c1ccccn1	-6%	-5%	10%	0%	4%	-11%	-1%	-9%
O=C(Cn1nc(Cc2cccnc2)c2ccccc2c1=O)NCC1COc2ccccc2O1 (stereo not given)	-5%	1%	-1%	0%	.	-12%	3%	-15%
Cc1ccc(/C=C(\C#N)C(=O)Nc2c(C)cccc2C)s1	-3%	-4%	3%	4%	.	-9%	-3%	?
Nc1cc(N)nc(SCC(=O)N2CCc3ccccc32)n1	-1%	2%	3%	1%	.	-19%	1%	-8%
COc1ccc2c(c1)c(=O)cc(C)n2CC(=O)NCc1ccco1	-1%	-4%	-5%	-1%	.	-8%	7%	-11%
CCn1c(=S)[nH]c2sc3c(c2c1=O)CCCCC3	-7%	22µM*	2%	-5%	-1%[11.4 µM]	-3%	9%	-3%
O=C(NN1C(=O)c2ccccc2C1=O)C1CCCCC1	3%	0%	-3%	-4%	0%	2%	6%	-5%
NS(=O)(=O)c1ccc(-c2ccc(/C=C3\C(=O)Nc4cc(Cl)ccc43)o2)cc1	9%	-5%	4%	0%	-3%	?	3%	?
COc1cccc(/C(C#N)=C/c2c(-c3ccc(Cl)cc3)nc3c(C)cccn23)c1	1%	-1%	7%	1%	-21%	-21%	-8%	-16%
COCCNC(=O)/C(C#N)=C/c1nc(N(C)C)n(-c2ccc(F)cc2)c1Cl	-2%	?	4%	0%	.	-14%	-9%	-13%

(next part)
smiles	GLA spleen mod	ALDH1A1 block	TRb SRC2 PPI	TR SRC2 fluor cs	L3MBTL1 block	Tau fluor cs	Tau fibril FP	Tau ThT inhib
O=C(Nc1ccc2c(c1)OCO2)OCc1ccccc1	6%	?	5%	-2%	-1%	-23%	2%	?
COC1C(O)C(CO)OC1n1c(Br)nc2c(=O)[nH]c(N)nc21 (stereo not given)	5%	7%	-1%	-12%	.	-6%	-5%	-5%
C=CCSc1nnc(NC(=O)CSc2nc3ccccc3[nH]2)s1	-1%	-6%	1%	1%	-3%	-19%	?	?
CC(C)[C@H](NC(=O)c1ccco1)C(=O)OCC(=O)Nc1ccccc1OC(F)F	1%	-5%	-4%	-1%	11%	0%	-6%	9%
COc1ccccc1/C=C1\NC(=S)N(CC2CCCO2)C1=O (stereo not given)	-3%	0.5µM*	6%	-2%	.	1%	1%	4%
Cc1ccc(N(CC(=O)NCC2CCCO2)C(=O)CCC(=O)Nc2ccccn2)cc1 (stereo not given)	-2%	8%	0%	0%	.	-2%	8%	-2%
Cn1c(=NC(=O)c2ccco2)sc2cccc(F)c21	5%	?	6%	3%	-2%	3%	0%	?
COc1ccc(-c2nnc(SCC(=O)O)n2C)cc1OC	9%	4%	-3%	2%	15%	-2%	-1%	-6%
COC(=O)c1ccc(NC(=O)CSc2cn(CC(=O)N3CCCCCC3)c3ccccc23)cc1	.	.	-10%	-2%	.	-26%	8%	-13%
COc1ccc2[nH]c(=O)c(CN(Cc3ccccc3)Cc3nnnn3CC3CCCO3)cc2c1 (stereo not given)	-2%	?	1%	2%	-1%	5%	9%	0%
O=C(NCCCn1ccnc1)C(Cc1ccc([N+](=O)[O-])cc1)N1C(=O)c2ccccc2C1=O (stereo not given)	4%	6%	-3%	-3%	-6%	-2%	4%	-5%
COc1ccc(NC(=O)C2=C(C)Nc3nc(SCc4ccccc4C)nn3C2c2ccc(Br)cc2)cc1 (stereo not given)	.	.	2%	-8%	.	-1%	-13%	2%
CC1CCCN(C(=O)CCCn2c(=S)[nH]c3ccccc3c2=O)C1 (stereo not given)	1%	18µM*	1%	-1%	.	-9%	1%	-6%
CCCCC1=CC2=C(c3ccco3)C(=O)C(C)(OC(=O)c3ccc(OC)cc3)C(=O)C2=CN1C1CCCCC1 (stereo not given)	1%[17.5 µM]	1%[13.5 µM]	7%[11.2 µM]	1%[11.2 µM]	.	-7%[11.6 µM]	-1%[11.6 µM]	?
CC(C)c1ccc2c([Si](C)(C)C)c3c(nc2c1)-c1cccc(=O)n1C3	21%	?	-1%	-2%	.	0%	6%	-1%

Next part (two carried over from the part before).
smiles	GLA spleen mod	ALDH1A1 block	TRb SRC2 PPI	TR SRC2 fluor cs	L3MBTL1 block	Tau fluor cs	Tau fibril FP	Tau ThT inhib
CCCCC1=CC2=C(c3ccco3)C(=O)C(C)(OC(=O)c3ccc(OC)cc3)C(=O)C2=CN1C1CCCCC1 (stereo not given)	1%[17.5 µM]	1%[13.5 µM]	7%[11.2 µM]	1%[11.2 µM]	.	-7%[11.6 µM]	-1%[11.6 µM]	?
CC(C)c1ccc2c([Si](C)(C)C)c3c(nc2c1)-c1cccc(=O)n1C3	21%	?	-1%	-2%	.	0%	6%	-1%
O=C(NC1CCCC1)c1cc(-c2cccs2)on1	-1%	?	-14%	-2%	1%	-7%	-5%	-10%
COc1cc(O)sc1C=Nc1ccc(Cl)cc1Cl	0%	-8%	-6%	1%	4%	-3%	-2%	-8%
O=C(Nc1ccc(Cl)cc1)C1CC=CCC1C(=O)OCC(F)(F)C(F)F (stereo not given)	7%	0%	-16%	1%	2%	4%	-2%	4%
OCCCNc1nc(-c2ccc(Cl)cc2)nnc1-c1ccccc1	1%	-15%	-1%[53 µM]	-1%[53 µM]	-1%	-14%	-7%	-5%
COc1ccc(N2C(=O)/C(=C3/C=CC=CN3C)SC2=S)cc1	-7%	?	6%	0%	-11%	-5%	-4%	?
COc1ccc(-c2noc(CCCOc3ccc(Cl)cc3Cl)n2)cc1	0%	6%	-14%	0%	68%[activator]	-28%	-13%	?
COCCCNC(=O)c1cc(Sc2nnc(C)s2)nc2ccccc12	-3%	.	4%	-5%	5%	-10%	-5%	-9%
COc1nc2c(c(-c3cc(Br)cs3)c1C#N)Cc1ccccc1-2	7%	?	8%	-1%	0%	-23%	-6%	-6%
Cc1ccccc1NC(=S)N(CCN(C)C)C(C)c1ccccn1 (stereo not given)	0%	3%	2%	-3%	.	-10%	-9%	-10%
O=C(O)/C=C/C(=O)NNc1ccc([N+](=O)[O-])cc1	-23%	14µM*	0%	-5%	-8%	-19%	5%	16µM*
CCc1ccc(NC(=O)CCS(=O)(=O)c2cc3c(cc2Cl)NC(=O)CO3)cc1	.	.	3%	-16%	.	-17%	-19%	1%
c1ccc(-n2nnnc2Sc2n[nH]c(-c3ccncc3)n2)cc1	7%	-5%	3%	-2%	.	-10%	0%	-8%
CC(=O)N1CC[C@@H]2CC(=O)C[C@@H](C)[C@@H]21	4%[181 µM]	12%[120 µM]	0%[201 µM]	4%[201 µM]	.	-2%[126 µM]	3%[126 µM]	-5%[126 µM]

Compound activity from PubChem.
